L3MBTL1 inh: qHTS Assay for the Inhibitors of L3MBTL1; Lethal(3)malignant brain tumor-like protein 1 (Homo sapiens), Q9Y468; 230,000 compounds, 0.66% hits; Potency, µM (doses to about 57.1 µM), without a hit: at the highest dose activity, negative = inhibition, most hits filed as inhibitors; AlphaScreen L3MBTL1–H3K9me1 peptide binding; note: % is set by controls: 0 for no effect and ±100 for the full control effect; nearly all actives have a fitted effect of over 60% in size
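Displacement of a biotinylated histone H3(1-15) peptide monomethylated at Lys9 (75 nM) from L3MBTL1 (50 nM) was measured by AlphaScreen after a 30 min room-temperature compound incubation; cefsulodin titration served as intraplate control.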
HTT ATP protect: qHTS Multiplex Assay to Identify Dual Action Probes in a Cell Model of Huntington: Cytoprotection (ATP) | PC12 HTT-Q103 induced, cytoprotection, ATP luminescence, 40 h | Potency, µM (series often up to 56.4 µM), inactives show cytoprotection (ATP increase), most hits filed as activators | 230,000 compounds, 0.14% hits;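 note: % of control where 0% means no effect; nearly all actives have a fitted effect of over 45% in size; toxic huntingtin expression switched on by the ecdysone agonist tebufenozide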
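ATP quantification (ATPlite) reports survival of PC12 cells in which tebufenozide, 100 nM final, switches on Htt exon 1 with 103 glutamines linked to GFP; compounds are titrated.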
RECQ1 helicase: qHTS Assay for Inhibitors of RecQ-Like Dna Helicase 1 (RECQ1); Potency, µM (titrated, usually from 57.3 µM), inactives show at the top dose activity, negative = inhibition, actives largely listed as inhibitors; 240,000 compounds, 0.54% hits; RECQ1 DNA unwinding, red fluorescence kinetic read; ATP-dependent DNA helicase Q1 (Homo sapiens), P46063;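 note: plate controls were vehicle for no effect and no enzyme for full effect; nearly all actives have a fitted effect of over 30% in size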
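50 nM RECQ1T1 preincubated 15 min with compound in Tris pH 8.0 buffer with MgCl2, DTT, Tween-20 and 2.5 ug/ml poly(dI-dC); started with 200 nM TAMRA/BHQ-2 forked duplex and 2 mM ATP. Unwinding read as fluorescence (525/598 nm), two reads 2 h apart.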
Tau fibril ThT: qHTS for Inhibitors of Tau Fibril Formation, Thioflavin T Binding; Microtubule-associated protein tau (Homo sapiens), P10636; recombinant tau K18 P301L, heparin-induced fibrillization, ThT fluorescence; Potency, µM (doses to about 57.4 µM), without a hit: top-dose activity, negative = inhibition, hits mostly inhibitors; 270,000 compounds, 2.1% hits; AID 1460, 2008; note: % is set by controls: 0 for no effect and ±100 for the full control effect; nearly all actives have a fitted effect of over 55% in size
Target sequence (P10636 561-689 P618L limits assumed): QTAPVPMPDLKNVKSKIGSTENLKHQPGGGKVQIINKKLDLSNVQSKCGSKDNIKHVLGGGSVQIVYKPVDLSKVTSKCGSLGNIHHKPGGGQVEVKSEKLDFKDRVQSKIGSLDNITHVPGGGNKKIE
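Fibril formation assay: tau K18 P301L at 15 uM with trace Alexa 594 label, heparin inducer 20 uM, pH 7 sodium acetate buffer, 37 C for 6 hr; endpoint ThT signal.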
TR SRC2 fluor cs: Total Fluorescence Counterscreen for Inhibitors of the Interaction of Thyroid Hormone Receptor and Steroid Receptor Coregulator 2 | TRb/SRC2 Texas Red total fluorescence interference | 280,000 compounds, 0.29% hits | Potency, µM (highest dose often 106 µM), for the others: at the top dose fluorescence change, negative = quenching; active = well fitted curve in either direction with a large enough effect; inconclusive = small, poorly fitted or top-dose-only effect; note: % is set by controls: 0 for no effect and ±100 for the full control effect
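Flags fluorescent or light-absorbing compounds by total fluorescence, S + 2P, at 555 nm excitation and 632 nm emission. Mixture: 20 nM Texas Red SRC2 peptide, 0.6 uM human TRb LBD, 1 uM T3, 5% DMSO; compound exposure 5 h at ambient temperature.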
Tau fluor cs: Counterscreen qHTS for Inhibitors of Tau Fibril Formation, Fluorescence Polarization | tau K18 P301L Alexa594 fluorescence, heparin fibrillization | Potency, µM (series often up to 57.7 µM), for the others: at the top dose activity change, negative = decrease | 280,000 compounds, 0.93% hits | AID 1463, 2008; note: % is set by controls: 0 for no effect and ±100 for the full control effect; nearly all actives have a fitted effect of over 55% in size
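Human tau K18 P301L (15 uM unlabeled, 0.24 uM Alexa 594-labeled) in 100 mM sodium acetate pH 7 with 20 uM heparin, 6 hr at 37 C. ThT 30 uM added, 1 hr ambient; Alexa 594 FP and total fluorescence read at 555/632 nm.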
Tau fibril FP: qHTS for Inhibitors of Tau Fibril Formation, Fluorescence Polarization; Microtubule-associated protein tau (Homo sapiens), P10636; K18 P301L tau heparin fibrillization, Alexa594 FP, 6 h; Potency, µM (titrated, usually from 57.7 µM), inactives show top-dose activity, negative = inhibition, usual class: inhibitors; 280,000 compounds, 0.39% hits; AID 1468, 2008; note: % is set by controls: 0 for no effect and ±100 for the full control effect; nearly all actives have a fitted effect of over 55% in size
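Compound effects on tau fibrillization are measured by Alexa 594 fluorescence polarization (ex 555, em 632 nm). K18 P301L tau is used at 15 uM with 0.24 uM labeled tracer, and 20 uM heparin induces aggregation over 6 hr at 37 C.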
TRb SRC2 PPI: qHTS for Inhibitors of the Interaction of Thyroid Hormone Receptor and Steroid Receptor Coregulator 2; Thyroid hormone receptor beta (Homo sapiens), P10828; 280,000 compounds, 0.065% hits; Potency, µM (titrated, usually from 106 µM), inactives show at the highest dose activity change, negative = inhibition, actives largely listed as inhibitors; TRbeta-SRC2 peptide binding, fluorescence polarization; receptor liganded with 1 µM T3;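 note: plate controls were bound peptide for no effect and peptide without receptor for full effect; nearly all actives have a fitted effect of over 50% in size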
Target sequence (P10828 whole entry, looked up): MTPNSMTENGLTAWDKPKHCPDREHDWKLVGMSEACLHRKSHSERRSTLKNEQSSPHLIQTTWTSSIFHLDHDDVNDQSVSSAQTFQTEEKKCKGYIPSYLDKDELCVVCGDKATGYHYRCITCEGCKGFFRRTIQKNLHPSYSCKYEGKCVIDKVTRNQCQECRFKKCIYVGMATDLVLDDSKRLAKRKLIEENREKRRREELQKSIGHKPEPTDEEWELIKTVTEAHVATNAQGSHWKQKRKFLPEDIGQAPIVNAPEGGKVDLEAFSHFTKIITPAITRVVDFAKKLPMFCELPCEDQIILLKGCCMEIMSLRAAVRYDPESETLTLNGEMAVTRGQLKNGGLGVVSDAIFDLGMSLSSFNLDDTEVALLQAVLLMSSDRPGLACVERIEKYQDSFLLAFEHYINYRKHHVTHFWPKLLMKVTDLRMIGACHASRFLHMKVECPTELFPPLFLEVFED
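Polarization signal, normalized between peptide-alone and full complex controls, measured compound effects on T3-liganded human TRb LBD (0.6 uM) binding 20 nM Texas Red SRC2 peptide after 5 hr.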
Starred values were filed as active, the others as inactive; i = inactive; ? = inconclusive; . = not tested or not shown; & = joins results of further samples; [ ] = another dose, or the depositor's remark. Unless noted, calls come from the whole dose curve; as a rule, active = well fitted curve in the direction sought with a large enough effect; inconclusive = small, poorly fitted or top-dose-only effect, or another doubt; inactive = no such curve, though single readings can be large; an effect the other way counts as inactive or inconclusive. Potency is the fitted concentration of half-maximal effect.

Every second line gives: L3MBTL1 inh | HTT ATP protect | RECQ1 helicase | Tau fibril ThT | TR SRC2 fluor cs | Tau fluor cs | Tau fibril FP | TRb SRC2 PPI
- CCCCNc1c2c(nc3c(-c4ccccc4)c(C)nn13)CCC2
→ . | -6% | 1% | -12% | 0% | -8% | -4% | -17%
- O=C(O)c1ccc(-c2ncc[nH]2)cc1
→ 13% | -10% | -17% | -9% | -1% | -2% | 0% | -3%
- CC(C)Cc1nnc(NC(=O)Cc2ccc([N+](=O)[O-])cc2)s1
→ -3% | . | -2% | 3% | 0% | -3% | -1% | -2%
- COc1ccc(S(=O)(=O)NCCc2sc(-c3cccnc3)nc2C)cc1
→ . | . | . | -4% | -10% | -2% | -3% | 8%
- Cc1n[nH]c(C)c1S(=O)(=O)N1CCCC(C(=O)N2CCc3ccccc32)C1 (configuration not stated)
→ 5% | -8% | 0% | -9% | 3% | -7% | -3% | -1%
- O=S(=O)(Nn1cnnc1)c1ccccc1Cl
→ 12% | -3%[10 µM] | 0% | -4% | -4% | 0% | 1% | -7%
- Cn1c(=O)c2c(nc(CN3CCc4ccccc4C3)n2Cc2ccccc2F)n(C)c1=O
→ -2% | -13%[10 µM] | 6% | -17% | 1% | -1% | 9% | 7%
- COc1ccc(C2C3=C(CC(C)(C)CC3=O)Oc3ncn(CCCn4ccnc4)c(=N)c32)cc1 (configuration not stated)
→ 0% | -24%[0.074 µM] | i | -3% | 2% | -2% | 3% | 4%
- Cc1c(/C=N/NC(=O)c2ccc(Br)o2)cnn1C
→ -1% | 0%[10 µM] | -10% | ? | -3% | -14% | -8% | -2%
- CC(C)(C)NC(=O)/C(=C/c1cccnc1)NC(=O)c1ccco1
→ 12% | 8%[10 µM] | 7% | 3% | -1% | 1% | 0% | -1%
- Cc1ccc(S(=O)(=O)NCc2ccc(/C=C(/C#N)C(=O)NCc3ccccc3)o2)cc1
→ -7% | 13%[10 µM] | 0% | -8% | -2% | -17% | -3% | 2%
- CCOC(=O)N1CCN(Cc2cn[nH]c2-c2cc3ccccc3o2)CC1
→ 0% | 5%[10 µM] | -5% | 2% | -1% | 5% | 13% | 0%
- COc1ccc2c(c1)CCc1c(C(=O)NCCN3CCOCC3)noc1-2
→ . | 2% | -1% | -6% | 1% | 2% | 5% | 0%
- CCc1c(C)c(C#N)c2nc3ccccc3n2c1-n1nc(C)cc1C
→ 1% | -40%[10 µM] | i | 1% | -3% | -3% | 0% | -8%
- COC(=O)N/N=C\c1c(C)[nH]n(-c2ccccc2)c1=O
→ 2% | 0%[10 µM] | -3% | -6% | 0% | -2% | -4% | -3%
- O=C(Nc1ccc([N+](=O)[O-])cc1)C1CC1(c1ccccc1)c1ccccc1 (configuration not stated)
→ 4% | -19%[10 µM] | -1% | 1% | 6% | ? | ? | 3%
- O=C(COc1ccccc1C(=O)O)NC1CCCc2ccccc21 (configuration not stated)
→ -3% | -53% | -17% | -5% | 4% | -7% | -13% | -3%
- O=C(Nc1ccc2ccccc2c1)C(c1ccccc1)C1CCCC1 (configuration not stated)
→ 4% | 2%[10 µM] | -6% | 15% | -4% | -28% | -17% | 4%
- CC(C)=CCC/C(C)=C/CC/C(C)=C/CC/C(C)=C/CO
→ . | ? | 15%&14% | ? | -3%&-1% | -10%&-12% | -5%&5% | 7%&-4%
- O=C(COC(=O)c1ccc([N+](=O)[O-])s1)Nc1ncc(C(F)(F)F)cc1Cl
→ ? | 22%[1.9 µM] | 9% | ? | -18% | -16% | -4% | 2%
- N/C(=N\OC(=O)c1ccc2ccccc2c1)c1ccncc1
→ 9% | 18%[10 µM] | i | -8% | -1%[53 µM] | -15% | -6% | 8%[53 µM]
- O=C(O)CCSc1nnc(COc2cccc3ccccc23)n1-c1cccc(Cl)c1
→ -1% | . | -5% | 2% | 0% | 11% | 3% | -1%
- CCOC(=O)c1c(C)oc2nc(C)nc(NCC3CCN(Cc4cccc(Cl)c4)CC3)c12
→ . | . | . | -11% | -2% | -10% | -2% | 2%
- CCOc1ccc(/C=C/c2nc(C#N)c(NCCCN(C)C)o2)cc1
→ 4% | . | . | ? | -1% | ? | 16% | 5%
- CCC(C)NC(=O)c1ccc(C(=O)c2ccccc2)cc1 (configuration not stated)
→ 5% | -4%[10 µM] | i | -4% | 0% | 4% | -8% | -10%
- Cc1cccnc1NC(=S)Nc1ccc(Cl)c(Cl)c1
→ -6% | 16%[10 µM] | 11% | -8% | -1% | ? | ? | -2%
- CCc1ccc(S(=O)(=O)N2CCN(c3ccc(Cl)c(Cl)c3)CC2)cc1
→ . | . | . | -10% | -78%[53 µM] | -25% | -6% | ?
- O=c1cc(-c2ccc(O)cc2)oc2ccccc12
→ 22% | -61%[inhibitor] | -17% | -11% | -1% | -7% | 6% | 4%
- C=Cc1ccccc1Cl
→ . | -19% | -3% | . | -2% | . | . | 4%
- Cc1cc(/C=C2\SC(=S)NC2=O)c(C)n1-c1ccccc1
→ -1% | -39%[10 µM] | -8% | 7.1µM* | -1% | ? | ? | 2%
- CCOc1ccccc1CSc1nc2ccccc2[nH]1
→ 6% | -6%[1.9 µM] | 3% | -8% | 5% | -17% | -6% | 4%
- c1ccc2nc(-c3nccs3)ccc2c1
→ 24% | -2%[10 µM] | i | -1% | -1% | 4% | 11% | -4%
- CN1C(=O)SC(Nc2ccccc2C(=O)O)C1=O (configuration not stated)
→ -9% | -13% | 7% | -20% | -3% | -14% | -2% | -2%
- Cc1ccc2oc(=O)n(CCCOc3ccccc3)c2c1
→ 26% | 1%[10 µM] | -3% | -10% | 1% | -10% | 4% | -4%
- OCC1(Cc2ccccc2C(F)(F)F)CCN(Cc2ccncc2)CC1
→ 1% | 11%[10 µM] | -5% | -14% | -2% | -16% | -9% | -1%
- C/C(CC(=O)Nc1ccc(N(C)C)cc1)=N\NC(=O)C(=O)NCc1ccccc1
→ -23% | -30%[inhibitor] | 0% | ? | -7% | -14% | 4% | 3%
- O=C(CCSc1ccc(Cl)cc1)NC1CCCCC1
→ -7% | 8% | -1% | -2% | -4% | -3% | -1% | 6%
- O=C1CCCC/C1=C\Nc1ccc(S(=O)(=O)Nc2cnc3ccccc3n2)cc1
→ 4% | -8%[10 µM] | i | -3% | -2% | -1% | -3% | 1%
- COc1ccc(CSc2nnc(C)n2N)cc1
→ 10% | 15% | i | -16% | 0% | -11% | 0% | 0%
- c1ccc(CSc2ncnc3c2cnn3Cc2ccccc2)cc1
→ . | -9% | -13% | -14% | 0% | -13% | 5% | -3%
- CC(=O)N1CCN(Cc2nc3scc(-c4ccccc4)c3c(=O)[nH]2)CC1
→ -15% | -34%[inhibitor] | 7% | -6% | -2% | -3% | 4% | -3%
- Cc1c(C(=O)NN2CCN(C)CC2)cccc1[N+](=O)[O-]
→ 1% | 9% | 2% | -2% | -2% | 4% | 0% | 1%
- COCCNC(=O)c1ccc2c(=O)n(Cc3ccco3)c(SCC(=O)NC3CCCC3)nc2c1
→ . | -8% | i | 1% | 1% | 0% | 0% | ?
- Cc1ccc2cccc(OC(=O)/C=C\c3ccccc3)c2n1
→ 1% | 3.2µM* | 18% | -2% | -2% | 3%[2.34 µM] | 6% | -4%
- CN1C(=O)c2ccccc2OC1(C)Cc1ccccc1 (configuration not stated)
→ 7% | 11%[0.074 µM] | i | 1% | -3% | 5% | -1% | 4%
- COCC(C)NC(=O)c1ccc(N(C)C)cc1 (configuration not stated)
→ 4% | -22%[10 µM] | -11% | -1% | -7% | 2% | -6% | 1%
- COc1ccc2c(c1)C(c1ccccc1OC)CC(=O)O2 (configuration not stated)
→ . | -9% | -24%[81.1 µM] | ? | 1% | -7%[81.3 µM] | -12%[81.3 µM] | 6%
- CN(C)S(=O)(=O)Oc1ccsc1C(=O)Nc1ccc(Cl)c(Cl)c1
→ 42%[activator] | -33% | -9% | 3% | -6% | ? | ? | -2%
- Cc1ccc(CN(C(=O)c2c(F)cccc2F)C2CC(C)(C)NC(C)(C)C2)o1
→ -1% | -18% | -8% | 0% | -2% | 7% | 9% | 0%
- Cc1ccc(/C=N\Nc2cn[nH]c(=O)c2Cl)cc1
→ . | -3% | 15% | ? | 1% | -18% | 7% | -8%

High-throughput results deposited in PubChem BioAssay by National Center for Advancing Translational Sciences (NCATS).

Only part of the results is shown. The share of hits here may be higher or lower than overall.
